GLP1R ag – qHTS of GLP-1 Receptor Agonists; Glucagon-like peptide 1 receptor (Homo sapiens), P43220; HEK293 GLP-1R CRE-luciferase, luminescence, 4-6 h; cells express a hypersensitive GLP-1R form; Potency, µM (top dose mostly 45.6 µM), without a hit: top-dose activation, actives largely listed as activators; actives 0.007% (n = 380,000); AID 624172, 2012; also: potency is read from the fitted curve at half-maximal effect; % of control where 0% means no effect
KB-V1 MDR tox – qHTS assay for MDR1-selective chemotherapeutics: Primary screen using the drug-selected MDR subline cells KB-V1 | KB-V1 MDR cells viability, CellTiter-Glo, 72 h | AID 1347076, 2019 | Potency, µM (series often up to 46.1 µM), without a hit: at the top dose activity change, negative = cytotoxicity, usual class: cytotoxic | actives 3.4% (n = 400,000); also: potency is read from the fitted curve at half-maximal effect; % is scaled to controls: 0 for no effect and ±100 for the full control effect; nearly all actives have a fitted effect of over 60% in size
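Following 72 h at 37 degrees C with compound, KB-V1 cell viability was read by CellTiter-Glo luminescence, medium being phenol-red-free DMEM plus 10% FBS; concentration-response parameters came from normalized, curve-fitted qHTS data.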
DRD3 antagonist – qHTS of D3 Dopamine Receptor Antagonist: qHTS | actives 2.5% (n = 360,000) | D(3) dopamine receptor (Homo sapiens), P35462 | max response, negative = inhibition, % | D3R cells, DiscoveRx beta-arrestin luminescence, antagonist mode; stronger effect = lower value; in the data active = max response below about -50%; inconclusive = no clear call, values can overlap the other calls; also: % is scaled to controls: 0 for no effect and ±100 for the full control effect; mostly tested at two doses, the higher about 12 µM
Target sequence (P35462 whole entry, looked up): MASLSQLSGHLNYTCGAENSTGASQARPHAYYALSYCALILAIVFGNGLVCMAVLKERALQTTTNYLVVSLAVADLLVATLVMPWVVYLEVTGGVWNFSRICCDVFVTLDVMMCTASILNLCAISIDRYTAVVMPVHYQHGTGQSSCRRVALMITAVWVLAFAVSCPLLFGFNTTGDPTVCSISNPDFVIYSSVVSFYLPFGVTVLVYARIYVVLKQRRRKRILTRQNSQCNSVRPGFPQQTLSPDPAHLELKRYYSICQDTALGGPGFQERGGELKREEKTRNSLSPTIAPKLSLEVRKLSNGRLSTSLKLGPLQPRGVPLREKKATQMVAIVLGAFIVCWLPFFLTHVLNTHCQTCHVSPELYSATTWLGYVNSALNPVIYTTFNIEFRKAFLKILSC
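Cells expressing the human receptor were seeded at 1500 cells/well, incubated overnight at 37 degrees C in 5% CO2, then exposed to library compounds with dopamine controls for 90 minutes at 37 degrees C before luminescent detection.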
GLP1R cytotox – qHTS of GLP-1 Receptor Inverse Agonists: Cytotox Screen; Potency, µM (doses to about 38.3 µM), without a hit: at the top dose activity change, negative = inhibition, actives largely listed as inhibitors; HEK293 cAMP-luciferase reporter cells, luminescence, 24 h; actives 0.13% (n = 410,000);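 also: loss of luciferase light is scored as toxicity; potency is read from the fitted curve at half-maximal effect; % is scaled to controls: 0 for no effect and ±100 for the full control effect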
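Seeding density was 200 cells/uL; after overnight-length (12 h) culture, 23 nL compounds went on for 24 h at 37 °C. Readout used a luciferase detection reagent, luminescence taken after 12 min at room temperature.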
TDP-43 yeast inh – qHTS of TDP-43 Inhibitors; TDP-43 expressing yeast growth rescue, BacTiter-Glo, 24 h; Potency, µM (titrated, usually from 46.1 µM), inactives show at the top dose growth rescue (activation), actives largely listed as activators; actives 1.8% (n = 410,000); also: potency is read from the fitted curve at half-maximal effect; % of control where 0% means no effect; nearly all actives have a fitted effect of over 50% in size
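Growth rescue of TDP-43-toxic yeast measured as ATP luminescence (BacTiter-Glo). Cells grown to mid-log in raffinose, induced in galactose at OD600=0.02, exposed to compound 24 hr at 30 deg C.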
PTHR1 ag – qHTS for PTHR1 Agonists: Primary Screen | actives 0.075% (n = 410,000) | Potency, µM (top dose mostly 115 µM), without a hit: at the top dose activation, usual class: activators | HEK293 GP2 PTHR1 cells, GloSensor cAMP luminescence, 1 h | AID 743266, 2014 | Parathyroid hormone/parathyroid hormone-related peptide receptor (Homo sapiens), Q03431; also: potency is read from the fitted curve at half-maximal effect; nearly all actives have a fitted effect of over 55% in size; some results filed as inactive show a strong effect at the top dose; inactives centre near -15; many of its hits are not listed in these tables
Target sequence (Q03431 whole entry, looked up): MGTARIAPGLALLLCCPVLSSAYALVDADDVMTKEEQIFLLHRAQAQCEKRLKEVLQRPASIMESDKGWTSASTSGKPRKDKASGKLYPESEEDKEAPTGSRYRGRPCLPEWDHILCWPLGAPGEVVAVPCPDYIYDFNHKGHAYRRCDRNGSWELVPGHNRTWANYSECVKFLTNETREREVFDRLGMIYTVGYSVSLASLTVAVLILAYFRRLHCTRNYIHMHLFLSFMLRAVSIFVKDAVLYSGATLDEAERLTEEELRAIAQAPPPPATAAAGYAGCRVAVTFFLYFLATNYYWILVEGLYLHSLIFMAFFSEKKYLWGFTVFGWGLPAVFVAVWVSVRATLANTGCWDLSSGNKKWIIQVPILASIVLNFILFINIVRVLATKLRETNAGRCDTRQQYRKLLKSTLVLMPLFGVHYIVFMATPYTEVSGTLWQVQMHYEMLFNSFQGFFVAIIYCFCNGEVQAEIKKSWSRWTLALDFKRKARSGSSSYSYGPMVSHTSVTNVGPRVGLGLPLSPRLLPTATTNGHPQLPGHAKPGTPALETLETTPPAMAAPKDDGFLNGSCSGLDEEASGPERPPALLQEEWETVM
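HEK-293-derived GP2 cells expressing PTHR1 and a GloSensor cAMP reporter, 3,000/well, plated overnight, given luciferin plus IBMX (each 0.5 mM as added) for 1 h at 37 °C, then compound for 1 h at 37 °C. Luminescence was read after 15 min at room temperature.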
GLP-1R inv ag – qHTS of GLP-1 Receptor Inverse Agonists (Inhibition Mode). Glucagon-like peptide 1 receptor (Homo sapiens), P43220. HEK293 GLP-1R CRE-luciferase, luminescence, 24 h; GLP-1R form is constitutively active. Potency, µM (doses to about 38.3 µM), inactives show at the highest dose activity change, negative = inhibition, most hits filed as inhibitors. actives 1.6% (n = 410,000); also: potency is read from the fitted curve at half-maximal effect; % is scaled to controls: 0 for no effect and ±100 for the full control effect; nearly all actives have a fitted effect of over 55% in size
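Seeding at 200 cells/uL, 12 h culture, 24 hr compound treatment, then luciferase reagent and a luminescence read; cells are HEK293 stably expressing a constitutively active GLP-1R plus cAMP-responsive luciferase.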
aSyn yeast inh – qHTS of alpha-syn Inhibitors. Potency, µM (highest dose often 46.1 µM), for the others: top-dose growth rescue (activation), hits mostly activators. AID 652106, 2013. Yeast expressing alpha-synuclein, growth rescue, BacTiter-Glo, 24 h. actives 0.14% (n = 370,000); also: potency is read from the fitted curve at half-maximal effect; % of control where 0% means no effect; nearly all actives have a fitted effect of over 65% in size
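Galactose-induced alpha-syn yeast (OD600=0.02, raffinose-pregrown) + pinned cpd, 24 hr, 30 deg C; growth by BacTiter-Glo luminescence. Growth restoration scores as activation.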
D3 ag – qHTS of D3 Dopamine Receptor Agonist: qHTS | actives 0.58% (n = 410,000) | D(3) dopamine receptor (Homo sapiens), P35462 | D3R DiscoveRx beta-arrestin cells, luminescence, 90 min | max activation, %; in the data active = max activation above about 30%; also: 0% is about no effect; mostly tested at two doses, the higher about 12 µM
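Agonist-mode cell screen: cells plated at 1500/well and incubated overnight at 37 °C, then exposed to library compounds for 90 min at 37 °C. Detection reagent was added for 30–60 min at room temperature, and luminescence was read.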
An asterisk follows results filed as active; i = inactive; ? = inconclusive; nt = no result given; [ ] = remark or other dose. Unless noted, calls follow the shape of the dose curve; as a rule, active = well fitted curve in the direction sought with a large enough effect; inconclusive = small, poorly fitted or top-dose-only effect, or another doubt; inactive = no such curve, though single readings can be large; an effect the other way counts as inactive or inconclusive. Only part of the results is shown; the hit share may differ from the screen's.

Values run as follows: GLP1R ag	KB-V1 MDR tox	DRD3 antagonist	GLP1R cytotox	TDP-43 yeast inh	PTHR1 ag	GLP-1R inv ag	aSyn yeast inh	D3 ag
1: CC1CCCCN1S(=O)(=O)c1ccc(NC(=O)c2ccco2)cc1 (stereo unspecified)
 : 6%	-3%	3	1%	?	i	-6%	4%	4
2: O=C(NCc1ccco1)c1nnc(Cc2ccc(Cl)cc2)o1
 : 5%	0%	13	-1%	23%	-9%	-28%	-5%	-4
3: COc1ccc(-n2nc(C(=O)NCC(=O)N3CCCC3)c3ccccc3c2=O)cc1Cl
 : 6%	?	-5	-4%	0%	-2%	-2%	-6%	-5
4: COCC(=O)NNC(=S)Nc1cccc(C)c1C
 : 1%	-1%	-8	3%	-2%	i	7%	6%	1
5: CCOC(=O)CN1CC23C=CC(O2)C(C(=O)NC2CCCCC2)C3C1=O (stereo unspecified)
 : -3%	0%	-9	-19%	1%	-2%[57.5 µM]	-6%	-4%	1
6: COc1ccc(Nc2nc(-c3cc4cccc(OC)c4oc3=O)cs2)cc1
 : 2%	-3%	0	33%[activator]	24%	-21%	-2%	-7%	6
7: CC(C)C(C(=O)Nc1ccccc1)N1C(=O)c2ccccc2C1=O (stereo unspecified)
 : -2%	-11%	-13	-4%	16µM*	-44%[inhibitor]	-7%	8%	6
8: CSc1ccccc1OCc1cc(C(=O)NC2CCOC2)no1 (stereo unspecified)
 : 19%	-1%	-7	0%	28%	i	1%	-2%	5
9: CCc1ccc2occ(CC(=O)Nc3ccccc3C(F)(F)F)c2c1
 : nt	21%	nt	-9%	-17%	-9%	-13%	nt	-10
10: O=C(O)c1ccc(C(=O)c2cc([N+](=O)[O-])cc([N+](=O)[O-])c2)cc1
 : 0%	2%	-23	-3%	-5%	-2%	-11%	8%	-18
11: COc1cc(NC(=O)c2cccc3c2C(=O)N(Cc2cccnc2)C3)cc(OC)c1OC
 : 7%	?	17	-5%	3%	-28%	38%[activator]	-7%	1
12: COc1cc(CNc2ncnc3c2ncn3[C@H]2CN(Cc3ccco3)C[C@@H](CO)O2)cc(OC)c1OC
 : 5%	3%	5	-5%	0%	-15%	9%	-2%	3
13: CC(=O)n1cc([C@H]2C=C(C(=O)Nc3ccccc3)O[C@@H](OCCCCO)C2)c2ccccc21
 : 11%	1%	3	?	28%	i	-29%	14%	4
14: CC(C)CCC[C@](C)(O)c1ccc(C(=O)O)cc1O
 : -2%	?	-8	-1%	?	-22%	22%	5%	3
15: Cc1oc2ncn(CC(C)C)c(=O)c2c1C(=O)NCCCN(Cc1ccccc1)C(C)C
 : nt	?	nt	-19%	0%	-59%[inhibitor]	?	nt	-20
16: COc1ccc(OCC(=O)Nc2cc(-c3nn4c(C)nnc4s3)ccc2C)cc1
 : 14%	1%	13	-1%	0%	-6%	2%	0%	1
17: CCOC(=O)C1CCN(CC(=O)c2c(C)n(C)c3ccc(OC)cc23)CC1
 : 0%	-1%	15	1%	7%	-82%[inhibitor]	6%	-3%	-11
18: Fc1ccccc1CSc1nc2ccccc2[nH]1
 : 2%	-8%	8	10%	13%	-18%	?	-15%	-1
19: Cc1ccn(C(C)CC(=O)N2CCc3ccccc32)n1 (stereo unspecified)
 : -2%	1%	11	-8%	19%	-2%	-18%	-2%	-13
20: COc1ccc(C(=O)Cn2ccsc2=NC(C)=O)cc1
 : 0%	-19%	-6	-11%	0%	-24%	5%	-3%	-4
21: COc1ccc(C2=CC(=O)C[C@H](c3ccc(F)cc3)C2)c(OC)c1
 : 3%	5%	-13	-15%	22µM*	-12%	-1%	6%	3
22: C#CCOCCOCCOCCNc1nc(N2CCN(C(=O)CCCCCCCCCCNC(=O)[C@@H](CCC(=O)O)n3cc(CCCCCN)nn3)CC2)nc(N2CCN(C(=O)CCCCCCCCCCNC(=O)[C@@H](CCC(=O)O)n3cc(CCCCCN)nn3)CC2)n1
 : 1%	3%	24	2%	-8%	11%	3%	-14%	9
23: COCCNC(=S)N/N=C/c1ccc(-c2ccc([N+](=O)[O-])cc2)o1
 : 1%	?	8	-6%	23%	25%	8%	4%	-8
24: CNc1nc(OC)nc(N(C#N)CN2C(=O)c3ccccc3S2(=O)=O)n1
 : 3%	4%	?	-3%	14%	-39%[inhibitor]	37%[activator]	0%	-12
25: Cc1cc(C(=O)N/N=C/c2ccc(-c3cccc(Br)c3)o2)n[nH]1
 : 5%	0%	-21	-7%	8%	-11%	-20%	6%	-8
26: O=C(Nc1cc(Cl)cc(Cl)c1)C(c1ccccc1)N1CCCCC1 (stereo unspecified)
 : 0%	?	13	7%	-13%	-9%	2.2µM*	0%	-8
27: CN(C(=O)CSc1nnnn1-c1ccc(O)cc1)C1CCS(=O)(=O)C1 (stereo unspecified)
 : 0%	4%	-5	5%	-14%	-6%	6%	-4%	-4
28: CCCCC(NS(=O)(=O)c1ccc(OC)cc1)C(=O)O (stereo unspecified)
 : -8%	16%	-16	-11%	10%	-23%	-8%	2%	3
29: COc1cccc(CNC(=O)c2cc3c(s2)-c2ccccc2OC3)c1
 : 10%	-19%	nt	2%	29%	-35%[inhibitor]	?	0%	-6
30: CCc1cc(=O)oc2c3c(cc(OCC(=O)NC4CC4)c12)OC(C)(C)CC3
 : ?	0%	0	-5%	0%	-16%	46%[activator]	-1%	3
31: COc1ccccc1Nc1c2c(nc3ccc(NC(=O)/C=C/c4cc(OC)c(OC)c(OC)c4)cc13)CCCC2
 : nt	nt	nt	4.5µM*	5%	6%	3.5µM*	nt	-15
32: COc1ccc(N(CC2CO2)S(=O)(=O)c2ccc(C)cc2)cc1 (stereo unspecified)
 : 6%	11%	2	11%	-15%	i	7%	0%	-1
33: COc1cc(/C=N/N2CCN(C3c4ccccc4-c4ccccc43)CC2)cc(OC)c1O
 : 3%	14%	12	4%	19%	i	?	9%	5
34: COc1ccc(N2CCN(c3cc(C)nc4ccc(OC)cc34)CC2)cc1
 : 11%	-29%	2	-6%	-18%	-5%	?	-1%	-4
35: COc1ccc(OC)c(S(=O)(=O)CC(O)CS(=O)(=O)c2ccccc2)c1 (stereo unspecified)
 : -4%	15%	-2	2%	14%	i	2%	0%	4
36: CCCS(=O)(=O)NC(=O)C1(C)CCN(C(=O)C2(c3ccc(Cl)cc3)CCCC2)C1 (stereo unspecified)
 : -2%	0%	?	4%	23%	i	4%	15%	-2
37: Cc1ccc(C(=O)N/N=C/C=C/c2ccccc2)o1
 : 14%	0%	-2	-5%	-7%[0.397 µM]	i	-20%	-19%	-10
38: CC(C)CC(=O)N/C(N)=N/c1nc2ccccc2s1
 : -2%	-14%	17	-7%	16µM*	-10%	?	-30%	5
39: CCn1c(=N)n(CC(O)c2ccco2)c2ccccc21 (stereo unspecified)
 : -3%	-6%	-11	5%	0%	i	0%	-4%	-20
40: C=CCn1c(SCC(=O)Nc2ccccc2OC)nc(O)c(CC)c1=O
 : -21%	12%	3	-8%	-5%	i	0%	-1%	-11
41: Cc1ccc(OCC(=O)Nc2cnn(CCCC(=O)O)c2)c([N+](=O)[O-])c1
 : 4%	11%	10	-1%	-9%	1%	17%	-8%	1
42: CCOc1ccc(N2C(=O)CC(/C=C3/N(C)c4ccccc4C3(C)C)C2=O)cc1 (stereo unspecified)
 : 6%	-4%	-5	-8%	7%	-2%	?	1%	-7
43: CN(C)S(=O)(=O)c1cccc(COC(=O)c2cc([N+](=O)[O-])ccc2N2CCOCC2)c1
 : ?	?	7	-19%	-12%	-38%[inhibitor]	159%[activator]	10%	1
44: CC(=O)C1=C(C)NC(C)=C(C(C)=O)C1c1ccc(-c2ccccc2Cl)o1
 : 3%	?	?	25%	8%	-7%[57.5 µM]	-30%	1%	0
45: CCOc1cc(NC(=S)NCc2ccco2)c(OCC)cc1NC(=O)CC
 : -7%	?	1	-9%	-2%	-4%	18%	-1%	5
46: CCc1ccccc1N(CC(=O)NC(C)C)C(=O)CCC(=O)Nc1nccs1
 : 4%	?	-7	-6%	11%	-9%	-4%	0%	3
47: COc1ccc(F)cc1Cn1nc(C(=O)O)c2ccccc2c1=O
 : 8%	-2%	5	-8%	3%	i	27%	0%	7
48: CCOC(=O)N1CCN(C(=O)c2cccn3c(=O)c4sccc4nc23)CC1
 : -13%	?	11	-9%	0%	-3%[57.5 µM]	6%	4%	-7
49: CCS(=O)(=O)c1nc(S(=O)(=O)c2ccc(Cl)cc2)c(NCCN2CCOCC2)s1
 : 6%	3%	4	-11%	-2%	i	4%	-2%	2
50: CC1(c2ccc(Cl)cc2)NC(=O)CS1 (stereo unspecified)
 : 5%	0%	10	-1%	4%	i	5%	-10%	0
51: CC(=O)c1ccc(N2CCN(C(=O)c3nn(C)c4c3CS(=O)(=O)c3ccccc3-4)CC2)cc1
 : 1%	-15%	19	2%	1%	-22%	16%	12%	-2
